Screening results (PubChem)
TcdB GH inh: blocks C. difficile toxin B glycohydrolase activity | inhibition, % at 9.99 µM | 350,000 compounds, 0.24% hits | TcdB glycohydrolase enzymatic assay, plate reader | P18177; in the data active = inhibition above about 10%
The depositor's hits bear a star.

SMILES	TcdB GH inh
C[C@H](CO)N1C[C@H](C)[C@H](CN(C)C(=O)Nc2ccccc2F)Oc2cc(-c3ccc(C(=O)N(C)C)cc3)ccc2S1(=O)=O	-0.7
CCCNC(=O)N1[C@H](C#N)[C@H](c2ccc(-c3cccc(OC)c3)cc2)[C@H]1CO	-0.1
C[C@@H]1CCCCO[C@H](CN(C)S(=O)(=O)c2ccccc2)[C@H](C)CN([C@@H](C)CO)C(=O)c2cc(NC(=O)CCC(F)(F)F)ccc2O1	0.9
COc1ccccc1-c1ccc([C@@H]2[C@@H](CO)N3CCCCN(C(=O)c4ccncc4)C[C@H]23)cc1	-0.8
CCCNC(=O)[C@H]1N[C@H]2c3ccc(-c4cccc(F)c4)c(=O)n3C[C@H]2[C@@H]1CO	-0.5
C[C@H]1CN([C@@H](C)CO)C(=O)Cc2cc(NC(=O)CCCCCC(=O)Nc3ccccc3N)ccc2O[C@H]1CN(C)CC1CC1	-0.3
C[C@H](CO)N1C[C@H](C)[C@H](CN(C)C(=O)C2CCCCC2)OCCCC[C@H](C)Oc2ccc(NC(=O)c3ccccc3)cc2C1=O	1.6
CCC(=O)Nc1ccc2c(c1)C(=O)N(C)C[C@H](OC)[C@@H](C)CN(C(=O)c1cnccn1)[C@H](C)CO2	-0.1
C[C@H]1CN([C@@H](C)CO)C(=O)c2cccc(NC(=O)C3CCCCC3)c2O[C@H]1CN(C)C	0.7
CN1CCCCN2[C@@H](CO)[C@H](c3ccc(-c4ccccc4)cc3)[C@@H]2C1	0.6
C[C@H](CO)N1C[C@H](C)[C@H](CN(C)C(=O)Nc2ccccc2)Oc2c(NS(=O)(=O)c3ccc(Cl)cc3)cccc2C1=O	-1.0
C[C@H]1CN([C@@H](C)CO)C(=O)Cc2cc(NS(=O)(=O)c3cn(C)cn3)ccc2O[C@H]1CN(C)S(=O)(=O)c1ccc(F)cc1	1.1
C[C@H](CO)N1C[C@H](C)[C@@H](CN(C)CC2CCCCC2)Oc2ccc(NC(=O)Cc3cn(C)c4ccccc34)cc2C1=O	0.5
CC(C)CC#Cc1cnc2c(c1)C(=O)N([C@H](C)CO)C[C@H](C)[C@H](CN(C)C(=O)c1cccnc1)O2	-0.7
COc1ccccc1C#Cc1ccc([C@@H]2[C@@H](CO)N3CCCCN(C(=O)C4CC4)C[C@H]23)cc1	-0.6
COc1ccc(S(=O)(=O)Nc2ccc3c(c2)[C@@H]2C[C@H](CC(=O)O)O[C@H](CO)[C@@H]2O3)cc1	-2.0
C[C@H]1CN([C@@H](C)CO)C(=O)c2c(c3ccccc3n2C)-c2ccccc2CO[C@@H]1CN(C)CC1CC1	-6.4
COCC#Cc1ccc2c(c1)O[C@@H](CN(C)Cc1ccccc1)[C@H](C)CN([C@H](C)CO)S2(=O)=O	0.3
CNC[C@H]1Oc2ccc(NC(=O)Nc3ccc(F)cc3)cc2CC(=O)N([C@@H](C)CO)C[C@@H]1C	-0.4
C[C@H]1CN([C@@H](C)CO)C(=O)Cc2cc(NC(=O)CCC(F)(F)F)ccc2O[C@@H]1CN(C)S(=O)(=O)c1ccccc1	1.1
CC(=O)N(C)C[C@@H]1Oc2cc(C#CC3(O)CCCC3)ccc2S(=O)(=O)N([C@H](C)CO)C[C@@H]1C	0.4
C[C@H]1CN([C@@H](C)CO)C(=O)c2cccc(NC(=O)Nc3ccc4c(c3)OCO4)c2O[C@H]1CN(C)Cc1ccncc1	0.0
C[C@H]1CN([C@@H](C)CO)C(=O)c2cc(NC(=O)Cn3cnnn3)ccc2O[C@H]1CN(C)S(=O)(=O)c1cn(C)cn1	-0.2
O=C(Nc1ccc2c(c1)OCO2)N[C@H]1CC[C@@H](CCNC(=O)C2CCC2)O[C@@H]1CO	0.5
C[C@H](CO)N1C[C@H](C)[C@@H](CN(C)S(=O)(=O)c2cn(C)cn2)OCCCC[C@H](C)Oc2ccc(NS(=O)(=O)c3cccs3)cc2C1=O	0.0
Cc1noc(C)c1NC(=O)Nc1ccc2c(c1)C(=O)N([C@@H](C)CO)C[C@@H](C)[C@@H](CN(C)C(=O)Nc1c(C)noc1C)OCCCC[C@@H](C)O2	-2.5
CO[C@H]1CN(C)C(=O)c2cc(NC(C)=O)ccc2OC[C@H](C)N(CC2CC2)C[C@H]1C	-0.8
C/C=C/c1ccc2c(c1)O[C@@H](CN(C)Cc1cccc(F)c1)[C@H](C)CN([C@@H](C)CO)S2(=O)=O	-0.5
C[C@@H]1CCCCO[C@H](CN(C)Cc2ccc(Cl)c(Cl)c2)[C@@H](C)CN([C@H](C)CO)C(=O)c2cc(NC(=O)c3ccncc3)ccc2O1	0.5
O=C(Nc1nccs1)[C@H]1[C@H](CO)[C@H]2Cn3c(ccc(-c4cccnc4)c3=O)[C@H]2N1CC1CC1	0.1
CNC[C@@H]1Oc2ccc(NS(=O)(=O)c3c(C)noc3C)cc2C(=O)N([C@@H](C)CO)C[C@H]1C	0.4
COCC(=O)N(C)C[C@@H]1Oc2ncc(C3=CCCC3)cc2C(=O)N([C@@H](C)CO)C[C@H]1C	1.5
CCCNC(=O)Nc1ccc2c(c1)C(=O)N(C)[C@@H]1CC[C@H](CC(=O)OC)O[C@H]1CO2	-0.4
CCCN1C[C@H](C)[C@@H](OC)CN(C)C(=O)c2cc(NC(=O)c3cccc(F)c3)ccc2OC[C@H]1C	-0.5
C/C=C/c1cnc2c(c1)C(=O)N([C@H](C)CO)C[C@H](C)[C@H](CN(C)C(=O)Nc1cccc(OC)c1)O2	1.5
CC(=O)N1CC(=O)N2[C@H](C1)[C@H](c1ccc(C#CC(C)C)cc1)[C@@H]2CO	0.3
CCCNC(=O)Nc1ccc2c(c1)C(=O)N(C)C[C@@H](OC)[C@@H](C)CN(C(C)=O)[C@@H](C)CO2	-1.6
O=C(Cc1cccnc1)N1CCCCN2[C@H](CO)[C@@H](c3ccc(/C=C/c4ccccc4)cc3)[C@@H]2C1	0.7
CO[C@H]1CN(C)C(=O)c2ccc(NC(=O)C3CC3)cc2OC[C@H](C)N(C(=O)c2cccnc2)C[C@H]1C	0.6
C[C@@H]1CN([C@@H](C)CO)C(=O)c2cc(NS(=O)(=O)c3ccc(F)cc3)ccc2O[C@@H]1CN(C)Cc1ccc(C(F)(F)F)cc1	-0.5

Arranged by count of non-hydrogen atoms (rising): part of the list above.
SMILES	TcdB GH inh
CC(=O)N1CC(=O)N2[C@H](C1)[C@H](c1ccc(C#CC(C)C)cc1)[C@@H]2CO	0.3
CCCNC(=O)[C@H]1N[C@H]2c3ccc(-c4cccc(F)c4)c(=O)n3C[C@H]2[C@@H]1CO	-0.5
CCCNC(=O)Nc1ccc2c(c1)C(=O)N(C)[C@@H]1CC[C@H](CC(=O)OC)O[C@H]1CO2	-0.4
COc1ccc(S(=O)(=O)Nc2ccc3c(c2)[C@@H]2C[C@H](CC(=O)O)O[C@H](CO)[C@@H]2O3)cc1	-2.0
CCCNC(=O)Nc1ccc2c(c1)C(=O)N(C)C[C@@H](OC)[C@@H](C)CN(C(C)=O)[C@@H](C)CO2	-1.6
O=C(Nc1nccs1)[C@H]1[C@H](CO)[C@H]2Cn3c(ccc(-c4cccnc4)c3=O)[C@H]2N1CC1CC1	0.1
COc1ccccc1-c1ccc([C@@H]2[C@@H](CO)N3CCCCN(C(=O)c4ccncc4)C[C@H]23)cc1	-0.8
CO[C@H]1CN(C)C(=O)c2ccc(NC(=O)C3CC3)cc2OC[C@H](C)N(C(=O)c2cccnc2)C[C@H]1C	0.6
C[C@H]1CN([C@@H](C)CO)C(=O)c2cc(NC(=O)Cn3cnnn3)ccc2O[C@H]1CN(C)S(=O)(=O)c1cn(C)cn1	-0.2
C[C@@H]1CN([C@@H](C)CO)C(=O)c2cc(NS(=O)(=O)c3ccc(F)cc3)ccc2O[C@@H]1CN(C)Cc1ccc(C(F)(F)F)cc1	-0.5
C[C@H](CO)N1C[C@H](C)[C@H](CN(C)C(=O)C2CCCCC2)OCCCC[C@H](C)Oc2ccc(NC(=O)c3ccccc3)cc2C1=O	1.6

Later entries:
SMILES	TcdB GH inh
CC(=O)N(C)C[C@@H]1Oc2ncc(C#Cc3ccccn3)cc2C(=O)N([C@@H](C)CO)C[C@H]1C	-12.0
C[C@H](CO)N1C[C@H](C)[C@@H](CN(C)S(=O)(=O)c2ccc(Cl)cc2)Oc2c(NC(=O)C3CCCCC3)cccc2C1=O	1.3
CCNC(=O)[C@@H]1[C@@H](CO)[C@@H]2Cn3c(ccc(-c4ccccc4F)c3=O)[C@@H]2N1C(=O)CC	-1.2
N#C[C@H]1[C@H](c2ccc(-c3cncnc3)cc2)[C@@H](CO)N1C(=O)C1CCOCC1	0.0
CCCN1[C@@H]2c3ccc(C4=CCCCC4)c(=O)n3C[C@H]1[C@H](CO)[C@H]2C(=O)Nc1ccccc1	-0.3
C[C@@H]1CCCCO[C@H](CN(C)Cc2ccc(C(F)(F)F)cc2)[C@H](C)CN([C@H](C)CO)C(=O)c2cc(NC(=O)Nc3ccc(F)cc3)ccc2O1	1.0
C[C@H](CO)N1C[C@H](C)[C@@H](CN(C)C(=O)CN(C)C)Oc2ncc(C#CC3(O)CCCC3)cc2C1=O	-0.8
COc1ccc(CN(C)C[C@H]2OCCCC[C@@H](C)Oc3ccc(NS(=O)(=O)c4cccs4)cc3C(=O)N([C@H](C)CO)C[C@H]2C)cc1	0.6
C[C@H]1CN([C@@H](C)CO)C(=O)c2cc(NS(=O)(=O)c3ccc(F)cc3)ccc2O[C@@H]1CN(C)C(=O)NC1CCCCC1	-0.6
Cc1noc(C)c1NC(=O)Nc1ccc2c(c1)C(=O)N([C@H](C)CO)C[C@H](C)[C@H](CN(C)C)OCCCC[C@H](C)O2	0.7
C/C=C/c1cnc2c(c1)C(=O)N([C@@H](C)CO)C[C@@H](C)[C@H](CN(C)S(=O)(=O)c1cn(C)cn1)O2	0.0
N#C[C@@H]1[C@@H](c2ccc(C#CC3CCCCC3)cc2)[C@H](CO)N1C(=O)Cc1ccccn1	-0.8
CN1CCN(C(=O)C[C@@H]2C[C@@H]3c4cc(NC(=O)NC5CCCC5)ccc4O[C@@H]3[C@H](CO)O2)CC1	0.1
C[C@H](CO)N1C[C@H](C)[C@H](CN(C)Cc2ccccc2)Oc2ccc(NS(C)(=O)=O)cc2CC1=O	0.3
CCCN(C)C[C@H]1Oc2cc(C#Cc3ccccn3)ccc2S(=O)(=O)N([C@H](C)CO)C[C@H]1C	-2.0
C[C@H](CO)N1C[C@H](C)[C@H](CN(C)C(=O)c2ccccc2F)Oc2ncc(C#Cc3cccc(F)c3)cc2C1=O	-0.9
O=S(=O)(c1ccccc1)N1CCCCN2[C@H](C1)[C@@H](c1ccc(C#Cc3cccnc3)cc1)[C@@H]2CO	-1.5
CCCN1[C@H](C(=O)NCCOC)[C@@H](CO)[C@@H]2Cn3c(ccc(-c4ccc(C(=O)N(C)C)cc4)c3=O)[C@@H]21	-0.7
CCC(=O)N1CC2(C1)[C@@H](c1ccc(-c3ccc(C#N)cc3)cc1)[C@H](CO)N2C(C)=O	0.6
CC(C)NC(=O)N(C)C[C@H]1OCCCC[C@H](C)Oc2ccc(N(C)C)cc2C(=O)N([C@H](C)CO)C[C@H]1C	-10.9
CN1CCN(C(=O)C[C@@H]2CC[C@H]3[C@@H](COC[C@@H](O)CN3Cc3cccc(Cl)c3)O2)CC1	-1.8
C[C@H](CO)N1C[C@H](C)[C@@H](CN(C)Cc2ccc(C(=O)Nc3ccccc3N)cc2)Oc2ccc(NC(=O)Nc3ccc(F)cc3)cc2C1=O	-0.9
COc1ccc(CN(C)C[C@H]2Oc3ccc(NC(=O)Nc4ccc(OC)cc4)cc3C(=O)N([C@H](C)CO)C[C@H]2C)cc1	-0.7
C[C@H](C(=O)N(C)C[C@H]1OCc2ccccc2-c2c(n(C)c3ccccc23)C(=O)N([C@H](C)CO)C[C@@H]1C)c1ccccc1	0.9
Cc1noc(C)c1NC(=O)N(C)C[C@H]1OCCCC[C@@H](C)Oc2ccc(NS(=O)(=O)c3c(C)noc3C)cc2C(=O)N([C@H](C)CO)C[C@H]1C	0.2
COCC(=O)Nc1ccc2c(c1)[C@H]1C[C@@H](CC(=O)NC3CCCC3)O[C@H](CO)[C@H]1O2	0.7
C[C@@H]1CCCCO[C@H](CN(C)Cc2ccc(C(=O)O)cc2)[C@H](C)CN([C@@H](C)CO)C(=O)c2cc(NS(=O)(=O)c3cccs3)ccc2O1	0.1
C[C@@H]1CN([C@H](C)CO)C(=O)c2cc(NS(=O)(=O)c3cccs3)ccc2O[C@@H](C)CCCCO[C@@H]1CN(C)S(=O)(=O)c1cccs1	1.0
C/C=C/c1ccc([C@@H]2[C@H](CO)N3CCCCN(C(=O)CN(C)C)C[C@@H]23)cc1	-4.9
COCCOC(=O)N1C(=O)[C@@]2(c3cc(C#CCC(C(=O)OC)C(=O)OC)ccc31)[C@H](c1ccccc1OCCO)N1[C@H](c3ccccc3)[C@H](c3ccccc3)OC(=O)[C@H]1[C@@H]2C(=O)N1CCN(c2ncccn2)CC1	0.5
Cc1noc(C)c1NC(=O)N(C)C[C@@H]1Oc2ccc(NS(=O)(=O)c3ccccc3)cc2C(=O)N([C@@H](C)CO)C[C@H]1C	0.7
C[C@H]1CN([C@@H](C)CO)C(=O)Cc2cc(NS(=O)(=O)c3ccccc3)ccc2O[C@@H]1CN(C)C(=O)NC1CCCCC1	-0.7
Cc1ccc(S(=O)(=O)N[C@H]2CC[C@H](CC(=O)NCc3ccncn3)O[C@H]2CO)cc1	1.0
CNC[C@@H]1Oc2cc(C#CCC(C)C)ccc2S(=O)(=O)N([C@H](C)CO)C[C@H]1C	-0.4
CCC(=O)N1CC[C@@H]2[C@H]1c1cc(C#Cc3ccccc3)ccc1N[C@@H]2CO	1.4
CCCN(C)C[C@@H]1Oc2ncc(-c3ccc(OC)cc3)cc2C(=O)N([C@H](C)CO)C[C@@H]1C	-0.4
CC(C)C[C@H]1COCn2nncc2CC[C@H](Cc2ccccc2)C(=O)N1	-1.9
CC(=O)N1CCCCN2[C@H](CO)[C@@H](c3ccc(-c4ccccc4)cc3)[C@H]2C1	-4.5
C[C@H](CO)N1C[C@H](C)[C@H](CN(C)Cc2ccc(C(=O)O)cc2)OCc2cn(nn2)CCCC1=O	-0.2
C[C@H](CO)N1C[C@H](C)[C@H](CN(C)C(=O)C2CCCCC2)OCCCC[C@H](C)Oc2ccc(NC(=O)Cc3ccccc3)cc2C1=O	-0.7
C[C@H](CO)N1C[C@H](C)[C@@H](CN(C)C(=O)Nc2ccccc2)Oc2ccc(NC(=O)Cc3cn(C)c4ccccc34)cc2CC1=O	0.8

This is a subset; rates above refer to the full screens.
